# ADAM17 inh = ADAM17 inhibition, QFRET primary screen; P78536; recombinant ADAM17, EDANS/DABCYL FRET peptide cleavage; inhibition, % at 6.95 µM; actives 0.83% (n = 370,000); AID 720648;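 active means inhibition above the mean of compounds lying between control limits plus 3 SD, set per campaign, cut at about 8.5% in these data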;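 further: 0% = DMSO-only wells as the low control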
# Target sequence (P78536 215-824 limits assumed): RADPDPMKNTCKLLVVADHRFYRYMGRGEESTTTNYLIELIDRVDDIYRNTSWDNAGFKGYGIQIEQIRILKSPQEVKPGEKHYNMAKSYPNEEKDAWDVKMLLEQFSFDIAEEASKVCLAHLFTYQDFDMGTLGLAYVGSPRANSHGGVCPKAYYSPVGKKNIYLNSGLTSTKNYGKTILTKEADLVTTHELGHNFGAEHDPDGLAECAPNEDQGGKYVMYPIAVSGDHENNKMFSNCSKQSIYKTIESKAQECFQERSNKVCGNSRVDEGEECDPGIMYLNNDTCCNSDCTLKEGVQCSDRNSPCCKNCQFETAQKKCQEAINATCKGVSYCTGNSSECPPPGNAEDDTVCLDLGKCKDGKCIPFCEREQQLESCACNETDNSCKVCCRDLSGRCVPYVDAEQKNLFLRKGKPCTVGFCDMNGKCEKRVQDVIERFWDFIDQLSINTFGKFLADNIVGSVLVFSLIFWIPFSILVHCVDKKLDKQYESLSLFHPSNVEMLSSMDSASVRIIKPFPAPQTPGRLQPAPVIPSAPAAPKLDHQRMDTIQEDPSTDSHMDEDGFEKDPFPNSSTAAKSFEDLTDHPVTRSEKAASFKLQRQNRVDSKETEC
# PLC-beta3 inh = blocks human PLC-beta3 enzyme activity | Q01970 | Purified PLC-beta3, fluorogenic substrate, fluorescence | inhibition, % at 12.2 µM | actives 0.18% (n = 370,000) | AID 720704; in the data active means inhibition above about 11%;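 further: 0% = median of compound wells on plate and 100% = full blocker control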
# MBD2 DNA inh = blocks human MBD2 binding to methylated DNA. Q9UBB5. TR-FRET, MBD2 binding to methylated oligonucleotide. inhibition, % at 4.4 µM. actives 0.31% (n = 370,000). AID 686964; in the data active means inhibition above about 13%
# Target sequence (Q9UBB5 whole entry, looked up): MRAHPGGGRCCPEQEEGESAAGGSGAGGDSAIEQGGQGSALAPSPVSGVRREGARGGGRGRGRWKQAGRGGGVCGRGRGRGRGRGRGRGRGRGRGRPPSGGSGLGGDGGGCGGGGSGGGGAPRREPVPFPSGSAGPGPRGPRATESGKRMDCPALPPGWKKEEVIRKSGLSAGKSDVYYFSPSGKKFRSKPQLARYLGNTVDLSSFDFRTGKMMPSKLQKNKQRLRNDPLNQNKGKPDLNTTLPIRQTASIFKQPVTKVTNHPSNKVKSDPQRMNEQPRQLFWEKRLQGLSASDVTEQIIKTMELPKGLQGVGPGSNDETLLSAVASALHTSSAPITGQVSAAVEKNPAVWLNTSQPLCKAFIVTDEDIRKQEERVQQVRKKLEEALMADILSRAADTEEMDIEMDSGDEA
# ssDAF-12 act = activators of S. stercoralis DAF-12 nuclear receptor. HEK293 ssDAF-12/GRIP1 lit1-tk-luc reporter, luminescence; % of 3 µM dafachronic acid response. activation, % at 6.8 µM. actives 1% (n = 370,000). AID 652126;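 active means activation above the mean over all tested compounds plus 3 SD, cut at about 0.9% in these data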;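 further: 0% = DMSO-only wells and 100% = 3 µM delta7-dafachronic acid wells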
# PLCg1 inh = blocks human PLC-gamma1 enzyme activity. inhibition, % at 12.2 µM. actives 0.84% (n = 370,000). P19174. purified PLC-gamma1, fluorogenic substrate, fluorescence; in the data active means inhibition above about 9.5%
# DAX1 inh-1 = DAX1 (NR0B1) inhibition, primary screen; inhibition, % at 6.8 µM; HEK293T StAR-luciferase reporter, SF-1/DAX-1 repression relief; AID 652010; actives 1.1% (n = 370,000);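 active means inhibition above the mean over all tested compounds plus 3 SD, cut at about 3.6% in these data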;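 further: 0% = DAX-1 cells with DMSO and 100% = cells lacking DAX-1 with DMSO; higher inhibition means more luminescence from relief of DAX-1 repression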
# SMARCA2 activ = increases SMARCA2 function in MMTV reporter cells. actives 1% (n = 370,000). AID 652017. MG213 cells, MMTV-luciferase reporter, dexamethasone, overnight. activation, % at 9.1 µM; in the data active means activation above about 7.8%;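 further: 0% = vehicle wells and 100% = reference activator wells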
# DAX1 inh-2 = NR0B1 (DAX1) inhibition. P51843. HEK293 Gal4-DAX1 luciferase reporter, luminescence. AID 504766. actives 0.99% (n = 340,000). inhibition, % at 6.75 µM;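 active means inhibition above the mean over all tested compounds plus 3 SD, cut at about 4.2% in these data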;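 further: 0% = DAX1-transfected cells with DMSO and 100% = empty-vector control cells with DMSO; inhibition shows as a rise in luminescence from relieved DAX1 repression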
# hgDAF-12 ag = activates the H. glycines DAF-12 receptor ligand-binding domain; HEK293 GAL4-hgDAF12 UAS-luciferase reporter, agonist luminescence; normalized to butyrate control; actives 1.8% (n = 370,000); activation, % at 6.8 µM;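 active means activation above a cutoff set at the mean of all screened compounds plus 3 SD, cut at about 10% in these data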;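 further: 0% = DMSO wells and 100% = sodium butyrate wells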
# hcDAF-12 act = activates DAF-12 receptor from parasite H. contortus; HEK293 hcDAF-12 lit1-tk-luc reporter, luminescence; 0% DMSO, 100% Δ7-dafachronic acid; activation, % at 6.8 µM; actives 1.4% (n = 370,000); AID 652067;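 active means activation above the mean of all tested compounds plus 3 SD, cut at about 5.5% in these data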;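 further: 100% = response to 3 µM Δ7-dafachronic acid high control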
# NR1D1 modulator = modulators of human Rev-erb alpha DNA binding. actives 0.79% (n = 370,000). AID 1259318. Rev-erbα–FITC-DNA binding, fluorescence polarization, 90 min. activity, % at 10 µM;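 active means activity above about 14%, limit read from the data; passing the limit was not always enough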;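 further: 0% = DMSO wells with 35 nM protein and 100% = DMSO wells with 750 nM protein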
# * hit, by the source's call; . = not tested or not shown.
SMILES,ADAM17 inh,PLC-beta3 inh,MBD2 DNA inh,ssDAF-12 act,PLCg1 inh,DAX1 inh-1,SMARCA2 activ,DAX1 inh-2,hgDAF-12 ag,hcDAF-12 act,NR1D1 modulator
CCCn1nc(C(=O)OCC(=O)c2c(N)n(C)c(=O)n(C)c2=O)c2ccccc2c1=O,-8,-4,7,-1.1,1,0.0,-4,0.1,2.9,-2.9,2
CN(CCc1cnn(C)c1)Cc1cn(C)nc1-c1ccc2c(c1)OCCO2,-1,4,-3,-0.9,-1,-0.1,1,-0.9,1.3,2.4,3
C/C(NCCc1ccc(O)cc1)=C1/CCOC1=O,-8,-6,8,-0.4,-9,0.5,-6,-0.1,-4.5,-2.8,-5
CCN1CCN(C(=O)c2ccc(CN(c3ccc(C)c(C)c3)S(C)(=O)=O)cc2)CC1,3,3,1,-0.8,3,-0.4,-2,0.0,-3.5,-2.1,5
Cc1sc2ncnc(SCC(=O)c3ccc(O)cc3O)c2c1C,-3,-12,5,-0.9,-4,0.4,0,-0.9,-2.4,-1.0,11
C[C@H]1CC[C@@]2(O[C@H](CCO)C[C@@H](O)[C@@H]2O)O1,3,5,2,-0.9,4,-0.6,0,-0.7,1.0,0.2,4
O=C(C1CCCO1)N1CCN(C(=S)Nc2cccc(F)c2)CC1 (centres undefined),-3,-8,2,0.1,6,-0.5,-2,0.4,0.8,-1.5,1
O=C(NC1CCCC1)[C@@H]1CSC2c3ccccc3C(=O)N21 (some centres undefined),-1,-8,0,-1.1,3,-0.9,1,-0.2,-0.5,-0.2,-4
COCc1[nH]nc2c1C(c1ccc(F)cc1)NC2=O (centres undefined),2,1,1,-0.9,4,2.8,-4,.,3.0,3.2,11
CCCCn1c(SCC(=O)NCc2ccccc2)nc2ccc(N3CCOCC3)cc2c1=O,-40,-477,0,-1.4,-332,-1.0,-4,0.8,-0.4,-0.3,-1
COc1ccc(S(=O)(=O)N2CCN(c3ncccn3)CC2)cc1OC,-3,-6,-1,-1.3,0,-0.2,1,0.1,-3.2,-0.1,-1
N#Cc1ccc(NC(=S)Nc2ccccc2)cc1,2,3,2,-1.3,0,-0.5,3,0.8,3.3,1.6,-4
CCCCCc1ccc(S(=O)(=O)NCCc2ccncc2)cc1,0,-1,-4,-1.5,-3,-0.9,-5,-2.1,-3.1,-2.7,1
O=C(Nc1ccnn1C1CCN(C(=O)c2cccc(C(F)(F)F)c2)CC1)C1CC1,-3,-5,-1,-1.0,1,-0.9,-3,-0.2,-2.0,1.3,0
Cc1ccccc1CS(=O)(=O)CCC(=O)NCc1ccccn1,-9,-2,-6,-1.4,0,0.5,-1,0.7,-0.3,-1.0,1
COc1ccccc1-c1cc(C(F)(F)F)n2ncc(S(=O)(=O)c3ccccc3)c2n1,-11,-95,-7,-1.6,-67,-0.4,-2,-0.9,-1.9,0.2,2
COc1ccc(-c2cn(-c3ccc(SC(F)F)cc3)c3[n+]2CCC3)cc1OC,-2,5,-5,-0.8,2,-0.6,1,1.4,0.2,-0.1,4
Cc1ccccc1NC(=O)CSc1nc(O)cc(=O)n1C,3,-4,1,-1.6,1,0.3,-6,1.1,-1.2,-0.4,-4
O=C(CSc1nc(=O)n(CCCN2CCOCC2)c2c1CCCC2)Nc1ccc(F)cc1,0,1,1,-0.5,4,-0.1,-4,0.2,-1.3,0.1,-4
COc1ccccc1N(CC(O)COc1c(C)cc(C)cc1C)S(=O)(=O)c1ccccc1 (centres undefined),8,5,2,-2.3,0,-0.8,-4,2.8,-0.8,-2.8,-2
NC(=O)CC(NC(=O)c1ccccc1)c1ccc(NCCOc2ccccc2)c([N+](=O)[O-])c1 (centres undefined),-5,1,2,-1.7,5,-0.2,-1,0.2,-2.1,-0.8,10
CC[C@@H](C)[C@@H]1CN([C@@H](C)CN2CCC[C@H]2CN2C(N)=NC[C@H]2C(C)C)C(=N)N1CCc1ccc(Cl)c(Cl)c1,3,-1,2,-0.9,3,0.5,-3,-0.8,-1.2,-0.3,2
CCC1(COC(=O)Nc2cccc(Cl)c2)COC1,1,2,-4,-0.8,0,0.3,0,-0.8,2.5,0.0,2
Cc1cc(C(=O)Nn2cnnc2)ccc1[N+](=O)[O-],4,0,-3,-2.1,6,0.2,-2,0.5,0.7,2.3,6
Cc1ccc(NC(=O)COC(=O)c2ccn(C)n2)cc1,-5,0,2,-0.9,-4,-1.0,-1,1.2,1.7,2.9,4

# Given as labelled records: entries from further up.
Cc1ccccc1CS(=O)(=O)CCC(=O)NCc1ccccn1
- ADAM17 inh: -9
- PLC-beta3 inh: -2
- MBD2 DNA inh: -6
- ssDAF-12 act: -1.4
- PLCg1 inh: 0
- DAX1 inh-1: 0.5
- SMARCA2 activ: -1
- DAX1 inh-2: 0.7
- hgDAF-12 ag: -0.3
- hcDAF-12 act: -1.0
- NR1D1 modulator: 1

N#Cc1ccc(NC(=S)Nc2ccccc2)cc1
- ADAM17 inh: 2
- PLC-beta3 inh: 3
- MBD2 DNA inh: 2
- ssDAF-12 act: -1.3
- PLCg1 inh: 0
- DAX1 inh-1: -0.5
- SMARCA2 activ: 3
- DAX1 inh-2: 0.8
- hgDAF-12 ag: 3.3
- hcDAF-12 act: 1.6
- NR1D1 modulator: -4

# (listing goes on)
SMILES,ADAM17 inh,PLC-beta3 inh,MBD2 DNA inh,ssDAF-12 act,PLCg1 inh,DAX1 inh-1,SMARCA2 activ,DAX1 inh-2,hgDAF-12 ag,hcDAF-12 act,NR1D1 modulator
COC(=O)CSc1nnc(CNC(=O)c2cc(OC)c(OC)c(OC)c2)n1C,-3,2,-10,-1.2,1,-0.9,-2,0.3,-3.7,-1.9,2
Cc1cc(C)c(OCC(=O)Nc2ccc(NC(=O)c3ccco3)cc2)c([N+](=O)[O-])c1,-1,0,2,-1.1,1,-0.3,0,-1.4,-2.8,-3.7,-7
O=C(CCc1c[nH]c2ccccc12)OCc1cccc(C(F)(F)F)c1,5,-10,2,-1.0,2,-0.8,-2,-0.6,0.2,0.0,6
CCC(C)NC(=O)Nc1ccc(Br)cc1Cl (centres undefined),-2,-2,0,-1.9,1,-1.3,-3,-2.0,-4.2,-3.3,10
COCC1CCCN(Cc2nc(Cc3ccccc3)no2)C1 (centres undefined),-6,-7,5,-1.2,-5,1.5,0,0.8,2.8,0.3,9
CCN(CC)S(=O)(=O)c1ccc(/C=C/C(=O)Nc2ccccc2N2CCOCC2)cc1,6,-2,-1,-2.9,9.6*,-0.4,5,-2.7,-5.9,-2.8,1
NS(=O)(=O)c1ccc(CCNC(=O)Cc2ccc(S(=O)(=O)N3CCCC3)s2)cc1,-7,-6,-5,-1.4,-6,-0.4,-3,-2.4,-2.5,-0.5,-7
O=C(NCCO)C1CCN(C(=O)c2ccc(-c3ccccc3)cc2)CC1,-1,-4,2,-2.1,2,-0.8,-2,0.3,-2.5,-2.0,4
N#Cc1c(-c2ccc(Cl)cc2)cc(-c2cccs2)nc1SCC(=O)O,-60,-42,-3,-0.9,-25,-0.7,3,-0.9,-2.2,1.3,2
Cc1c(OCc2ccccc2)c(=O)ccn1Cc1ccc(Cl)cc1,-1,1,-3,-1.7,4,-0.6,-1,-0.9,-0.8,0.0,12
COC(=O)COc1ccc(S(=O)(=O)Nc2ccc3c(c2)OCO3)cc1Cl,-1,-1,-3,-1.5,4,-0.7,-3,0.6,0.9,-1.5,-4
O=C(OCCn1cncn1)c1cc2ccccc2oc1=O,-27,-25,-6,-1.2,-22,0.1,2,0.3,-0.3,-0.2,3
Cc1ccccc1NC(=O)NCC1CCCO1 (centres undefined),1,5,0,-0.9,3,0.2,-1,0.0,2.9,-1.1,-5
C/C(Cl)=C/CSc1nn2c(=O)c3ccccc3nc2s1,-4,2,6,-0.4,-2,0.8,3,2.1,6.8,1.1,6
CN(Cc1ccccc1Cl)C(=O)C1CC(=O)N(c2ccc3c(c2)OCCO3)C1 (centres undefined),-1,-2,-6,-1.2,-3,-0.6,-1,-0.5,1.9,-1.0,2
COc1ccccc1/C=C1\CCCC2=C1Nc1nnnn1C2c1ccccc1OC (centres undefined),3,-11,-2,-1.2,-9,-0.4,-1,-1.4,-2.2,0.6,6
CC1S/C(=N/N=C/c2ccco2)N(Cc2ccccc2)C1=O (centres undefined),0,-2,2,-0.9,5,-0.5,0,.,2.3,0.8,3
Cc1cc(NC(=O)c2cccc(S(=O)(=O)N(C)C)c2)n(-c2ccccn2)n1,-6,-1,0,-0.8,-1,0.0,1,0.8,0.3,-0.6,0
COc1cc(OC)cc(C(=O)N2CCC3(CC2)NCCc2[nH]cnc23)c1,-7,-8,-3,-1.1,1,0.1,-2,0.9,-2.2,-0.3,-1
CC(C)NC(=O)C1(C)CCN1C(=O)c1cccn1C (centres undefined),-4,-16,2,-1.3,-6,0.6,-2,.,2.0,0.7,-2
O=C(C1CCCN(S(=O)(=O)c2ccccc2)C1)N1CCN(c2ccc(F)cc2)CC1 (centres undefined),1,-2,-4,-1.4,5,-6.2,-3,-1.6,-3.8,-4.9,-7
COC(=O)c1cc(OC)c(OC)cc1NC(=O)CN1CCOCC1,-5,2,-5,-1.7,2,-0.5,1,1.2,-0.9,-1.5,3
CCN(CC)S(=O)(=O)c1ccc2c(c1)nc(SCC(=O)N1CCCCCC1)n2-c1ccc(OC)cc1,7,0,2,-1.7,8,-1.0,-3,-0.9,-2.1,-1.4,1

# In a second layout: results already given
SMILES | ADAM17 inh | PLC-beta3 inh | MBD2 DNA inh | ssDAF-12 act | PLCg1 inh | DAX1 inh-1 | SMARCA2 activ | DAX1 inh-2 | hgDAF-12 ag | hcDAF-12 act | NR1D1 modulator
COC(=O)CSc1nnc(CNC(=O)c2cc(OC)c(OC)c(OC)c2)n1C | -3 | 2 | -10 | -1.2 | 1 | -0.9 | -2 | 0.3 | -3.7 | -1.9 | 2
Cc1cc(C)c(OCC(=O)Nc2ccc(NC(=O)c3ccco3)cc2)c([N+](=O)[O-])c1 | -1 | 0 | 2 | -1.1 | 1 | -0.3 | 0 | -1.4 | -2.8 | -3.7 | -7
O=C(CCc1c[nH]c2ccccc12)OCc1cccc(C(F)(F)F)c1 | 5 | -10 | 2 | -1.0 | 2 | -0.8 | -2 | -0.6 | 0.2 | 0.0 | 6
CCC(C)NC(=O)Nc1ccc(Br)cc1Cl (centres undefined) | -2 | -2 | 0 | -1.9 | 1 | -1.3 | -3 | -2.0 | -4.2 | -3.3 | 10
COCC1CCCN(Cc2nc(Cc3ccccc3)no2)C1 (centres undefined) | -6 | -7 | 5 | -1.2 | -5 | 1.5 | 0 | 0.8 | 2.8 | 0.3 | 9
CCN(CC)S(=O)(=O)c1ccc(/C=C/C(=O)Nc2ccccc2N2CCOCC2)cc1 | 6 | -2 | -1 | -2.9 | 9.6* | -0.4 | 5 | -2.7 | -5.9 | -2.8 | 1
NS(=O)(=O)c1ccc(CCNC(=O)Cc2ccc(S(=O)(=O)N3CCCC3)s2)cc1 | -7 | -6 | -5 | -1.4 | -6 | -0.4 | -3 | -2.4 | -2.5 | -0.5 | -7
O=C(NCCO)C1CCN(C(=O)c2ccc(-c3ccccc3)cc2)CC1 | -1 | -4 | 2 | -2.1 | 2 | -0.8 | -2 | 0.3 | -2.5 | -2.0 | 4
N#Cc1c(-c2ccc(Cl)cc2)cc(-c2cccs2)nc1SCC(=O)O | -60 | -42 | -3 | -0.9 | -25 | -0.7 | 3 | -0.9 | -2.2 | 1.3 | 2
Cc1c(OCc2ccccc2)c(=O)ccn1Cc1ccc(Cl)cc1 | -1 | 1 | -3 | -1.7 | 4 | -0.6 | -1 | -0.9 | -0.8 | 0.0 | 12

# Assay outcomes from PubChem BioAssay.
